Compound activity from PubChem BioAssay.
FEN1 inhibitor = qHTS Assay for the Inhibitors of Human Flap endonuclease 1 (FEN1); Recombinant FEN1 flap cleavage, fluorescence, 15 min; Potency, µM (titrated, usually from 114 µM), without a hit: at the highest dose activity change, negative = inhibition, usual class: inhibitors; 390,000 tested, 0.35% active; AID 588795, 2011; further: nearly all actives have a fitted effect of over 65% in size
Target sequence (P39748 whole entry, looked up): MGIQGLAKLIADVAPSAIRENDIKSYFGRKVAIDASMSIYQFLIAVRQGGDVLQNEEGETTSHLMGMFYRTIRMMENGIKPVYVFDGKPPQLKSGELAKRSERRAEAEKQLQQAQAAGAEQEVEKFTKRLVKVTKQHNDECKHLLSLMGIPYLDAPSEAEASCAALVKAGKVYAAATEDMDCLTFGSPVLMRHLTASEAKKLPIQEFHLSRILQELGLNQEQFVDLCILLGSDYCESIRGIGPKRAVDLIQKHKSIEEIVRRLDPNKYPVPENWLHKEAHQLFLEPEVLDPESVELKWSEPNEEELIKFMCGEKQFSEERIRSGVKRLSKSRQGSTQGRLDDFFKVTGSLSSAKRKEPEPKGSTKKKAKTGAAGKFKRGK
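Recombinant FEN1 (10 nM) was preincubated with pin-transferred compounds for 15 min at room temperature, then flap DNA substrate (50 nM final) was added. Plates were read at 0 and 15 min, and normalized concentration–response data were fitted to a four-parameter Hill equation.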
TDP1 cell CPT = qHTS for Inhibitors of human tyrosyl-DNA phosphodiesterase 1 (TDP1): qHTS in cells in presence of CPT. chicken DT40 Tdp1-/-;hTDP1 cells + 20 nM CPT, ATP luminescence, 48 h. Potency, µM (top dose mostly 46.2 µM), inactives show at the top dose activity change, negative = growth inhibition, usual class: inhibitors. 420,000 tested, 12% active. AID 686979, 2013; further: nearly all actives have a fitted effect of over 55% in size
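Chicken DT40 Tdp1-/- cells stably complemented with human TDP1 were seeded at 400 cells/well in medium containing 20 nM camptothecin, exposed to pin-transferred compounds, and grown at 37 °C for at least 48 hr. Viability was read as ATP luminescence.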
GCN5L2 inh = qHTS Assay for Inhibitors of GCN5L2; Histone acetyltransferase KAT2A (Homo sapiens), Q92830; GCN5L2 HAT assay, ThioGlo1 CoA-SH fluorescence; Potency, µM (top dose mostly 58.9 µM), for the others: top-dose activity change, negative = inhibition, usual class: inhibitors; 390,000 tested, 0.21% active; AID 504327, 2011
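GCN5L2 (20 nM) in 50mM HEPES pH 7.5, 0.1mM EDTA, 0.01% Tween-20 preincubated 15 min with compounds at room temperature. Reaction started with H3(1-25) 75uM, acetyl-CoA 70uM, ThioGlo1 50uM; CoA-thiol fluorescence (Ex340/Em540) read at 0 and 20 min.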
* marks the source's active call; other numbers are inactive results; ? = inconclusive; nt = no result given; & = joins results of further samples; [ ] = remark or other dose. The call rests on the fitted dose curve; in most records, active means well fitted curve in the direction sought with a large enough effect; inconclusive means small, poorly fitted or top-dose-only effect, or another doubt; inactive means no such curve, though single readings can be large; an effect the other way counts as inactive or inconclusive. On the % scale 0 is the no-effect control and ±100 the full control effect; potency means the concentration at half of the fitted maximal effect. A portion of the library; rates above refer to the full screens.

SMILES	FEN1 inhibitor	TDP1 cell CPT	GCN5L2 inh
Cc1ccc(C)c2[nH]c(=O)c(C(c3nnnn3C3CCCC3)N3CCOCC3)cc12 (configuration not stated)	-9%	2%	-13%
O=C(O)c1cc2ccc3ccccc3c2oc1=O	5%	-15%	?
CN(C)c1ccc(/C=N/NC(=O)c2ccn(C)n2)cc1	9%	2%	-9%
COc1cc2[nH]c(=O)n(CCCC(=O)NCc3ccc(Cl)cc3)c(=O)c2cc1OC	-2%	-23%	-4%
CC1CCC(NC(=O)CCC(=O)N2CC(C)Oc3ccccc32)CC1 (configuration not stated)	4%	?	?
CCOc1ccc(C(=O)CCC(=O)Nc2ccncc2)cc1	0%	?	-8%
Cc1ccc(CSCC(=O)N(C)CC(=O)Nc2cccc(F)c2)cc1	-21%	-3%	-23%
O=C(N[C@@H]1CCC(=O)N(CC[C@H](Sc2ccccc2)c2ccccc2)CC1)OCc1ccccc1	5%&-25%	?	-5%
Cc1ccc(NC(=O)CSc2n[nH]c(-c3ccncc3)n2)cc1C	-6%	-14%	2%
CC(C1CC1)N(C(=O)c1ccccc1[N+](=O)[O-])c1ccccc1 (configuration not stated)	-8%	21µM*	-5%
CCOC(=O)CC1C(=O)NCCN1C(=O)c1cccc(OC)c1 (configuration not stated)	-10%	16%	7%
CCSc1nnc(NC(=O)c2cccc(OCc3c(C)noc3C)c2)s1	-18%	-19%	-9%
CCN(C(=O)c1ccncc1)c1c(N)n(Cc2ccccc2)c(=O)[nH]c1=O	-10%	25%	1%
O=c1c2ccccc2nnn1CSc1nnc(COc2ccc(Cl)cc2)n1Cc1ccco1	2%	23µM*	-1%
Cc1ccccc1NC(=O)Cc1nc(COC(=O)c2cc(Cl)ccc2O)cs1	7%	-8%	1%
Cc1cccc(C)c1Nc1c(-c2ccc(N3CCOCC3)cc2)nc2ncccn12	-15%&8%	21µM*	0%&-5%
Cc1ccc(CN2CCN(C(=O)c3ccco3)CC2)cc1	0%	-10%	3%
Cc1cc(C)cc(NC(=O)c2cc3c(=O)n(Cc4ccco4)ccc3nc2C)c1	0%	?	-9%
Cn1c(=O)c(-[n+]2ccccc2)c([O-])c2ccccc21	?	-19%	-5%[0.501 µM]
CCOC(=O)Nc1sc2c(c1C(N)=O)CCC(C)C2 (configuration not stated)	-1%	-14%	-4%
CCCCC[C@@H]1C=C(C(=O)O)[C@H](c2ccc(F)cc2)N1S(=O)(=O)c1ccc(C)cc1	-13%	-3%	-2%
COc1ccc(N2CCN(c3ccc(NC(=O)c4ccc5c(c4)OCO5)cc3C#N)CC2)cc1	29%	?	1%
O=C(CCN1c2ccccc2Sc2ccccc21)Nc1ccccc1	-10%	?	-1%
O=C(OCC(=O)c1ccc[nH]1)c1cncc(Br)c1	17%	9%	-9%

Two entries from above, as a markdown table.
| SMILES | FEN1 inhibitor | TDP1 cell CPT | GCN5L2 inh |
| --- | --- | --- | --- |
| O=C(OCC(=O)c1ccc[nH]1)c1cncc(Br)c1 | 17% | 9% | -9% |
| O=C(CCN1c2ccccc2Sc2ccccc21)Nc1ccccc1 | -10% | ? | -1% |

Next records:
SMILES	FEN1 inhibitor	TDP1 cell CPT	GCN5L2 inh
Fc1ccc(/C=N/Nc2cc(N3CCOCC3)ncn2)cc1	1%	-25%	-4%
O=C(COc1ccc(Cl)cc1)N(Cc1ccco1)c1ccccn1	-3%	-14%	-10%
COc1cccc(CNC(=O)C(=O)NCC(c2cccs2)S(=O)(=O)c2cccs2)c1 (configuration not stated)	-3%	?	-1%
COc1ccc(C(c2nnnn2C(C)(C)C)N2CCN(c3nc4ccccc4s3)CC2)cc1OC (configuration not stated)	29%	?	-6%
Cn1nnc(NC(=S)NC(=O)c2cccc3c(Cl)cccc23)n1	-5%	-4%	-2%
CCCCN(C(=O)c1cccs1)C1CCS(=O)(=O)C1 (configuration not stated)	7%	0%	0%
Cc1cc(C(=O)CN2C(=O)C(=O)N(Cc3ccccc3)C2=O)c(C)n1Cc1ccc(F)cc1	-4%	-25%	-2%
O=C(Cn1cnc2ccccc2c1=O)Nc1nnc(SCc2ccccc2)s1	36%	?	-30%
COc1ccc(-c2[nH]ncc2-c2ccc(Cl)cc2)c(O)c1	-3%	-24%	nt
O=C(Nc1ccc(NC(=O)C2CC2)nc1)c1cccs1	9%	-15%	-2%
COc1cc2ccccc2cc1C(=O)OCc1nc2ccsc2c(=O)[nH]1	-14%	5.8µM*	-2%
CC(C)(C)OC(=O)NCCCCCNC(=O)c1[nH]cnc1C(=O)Nc1ccc(Cl)cc1	?	?	-4%

Of the compounds above, these contain a Cl atom:
SMILES	FEN1 inhibitor	TDP1 cell CPT	GCN5L2 inh
COc1cc2[nH]c(=O)n(CCCC(=O)NCc3ccc(Cl)cc3)c(=O)c2cc1OC	-2%	-23%	-4%
O=c1c2ccccc2nnn1CSc1nnc(COc2ccc(Cl)cc2)n1Cc1ccco1	2%	23µM*	-1%
Cc1ccccc1NC(=O)Cc1nc(COC(=O)c2cc(Cl)ccc2O)cs1	7%	-8%	1%
O=C(COc1ccc(Cl)cc1)N(Cc1ccco1)c1ccccn1	-3%	-14%	-10%
Cn1nnc(NC(=S)NC(=O)c2cccc3c(Cl)cccc23)n1	-5%	-4%	-2%
COc1ccc(-c2[nH]ncc2-c2ccc(Cl)cc2)c(O)c1	-3%	-24%	nt
CC(C)(C)OC(=O)NCCCCCNC(=O)c1[nH]cnc1C(=O)Nc1ccc(Cl)cc1	?	?	-4%

Continuation:
SMILES	FEN1 inhibitor	TDP1 cell CPT	GCN5L2 inh
O=C(N[C@H]1CC1c1ccccc1)c1ccc([N+](=O)[O-])cc1 (some centres not stated)	1%	?	-6%
COc1ccc(NC(=O)CCN2CCN(c3ccccc3F)CC2)c(OC)c1	7%	-1%	-1%
CC(=O)OC1C=C[C@]2(C)C(CC(OC(C)=O)[C@@]3(C)C4=CC(=O)OC(c5ccoc5)[C@]4(C)CCC23)C1(C)C (some centres not stated)	nt	?	-7%
CCOC(=O)C1CCCN(C(=O)c2cc3ccccc3cc2OC)C1 (configuration not stated)	-1%	?	nt
COc1ccc(S(=O)(=O)N2Cc3ccccc3CC2C(=O)Nc2cccc(C)c2)cc1OC (configuration not stated)	2%	?	-5%
O=C(OCCc1cc2ccccc2c(=O)o1)c1ccccc1C(F)(F)F	4%	?	-14%
COC(=O)c1cc(Br)c(=O)n(Cc2ccc(C(=O)O)cc2)c1	-10%	1%	2%
CCN(CC(=O)NCc1cccs1)C(=O)C(c1ccccc1)c1ccccc1	-7%	?	?
Fc1ccc(CNc2nc3ccccc3n3nnnc23)cc1	19%	0%	-1%
COc1cccc(N2C(=O)C(CC(=O)Nc3ccccc3)N(CCc3sccc3C)C2=O)c1 (configuration not stated)	3%	18µM*	-6%
Cc1ccc(NC2Nc3cc(C)nn3S2)c(C)c1 (configuration not stated)	-1%	-1%	-10%
COc1ccc(-n2ccnc(NCc3ccc(Cl)cc3)c2=O)cc1	45%[activator]	?	-10%
COc1ccc(NC(=O)Cn2cnc3sc(C)c(S(=O)(=O)N4CCN(c5ccccc5OC)CC4)c3c2=O)cc1OC	2%	5%	-3%
CNc1c([N+](=O)[O-])cnn1-c1cccc(Cl)n1	-10%	0%	-7%
Cc1ccc(/C=N\NC(=O)Cc2cccn2C)o1	5%	14%	-9%
COc1ccccc1C(CCNCc1ccccc1)c1ccc(OC(C)C)cc1 (configuration not stated)	-2%	16µM*	-26%
COC(=O)N1C(=O)[C@](c2ccc(OC)cc2)(C(C)C)N1C(=O)OC	-4%	21µM*	0%
OCC1(CCOc2ccccc2)CCN(CCCn2cccn2)CC1	8%	13%	0%
CC(=O)C1=C(C)NC(SCSc2ccccc2)=C(C#N)C1c1cccnc1 (configuration not stated)	-19%	?	-4%
Cc1nc(-c2ccc(Cl)cc2)sc1CCNC(=O)C(=O)Nc1ccccc1C#N	1%	-15%	0%
O=S(=O)(c1ccccc1Cl)N1CCN(c2nc(-c3cccs3)nc3ccccc23)CC1	-16%&-5%	7.9µM*	nt
C=CCN1C(=O)C(Cc2ccc(F)cc2)S/C1=N/N=C/c1ccco1 (configuration not stated)	0%	3%	-2%
Cc1cc(C)cc(OCC(=O)Nc2ccccc2C(=O)N2CCOCC2)c1	0%	-9%	-7%
CCOC(=O)c1ccc(NS(=O)(=O)CC)cc1	0%	1%	-7%
Cc1ccc(CS(=O)(=O)CCC(=O)NCCCN2CCCC2)cc1	6%	?	?
Cc1ccc(S(=O)(=O)NCC2CCC(C(=O)NCCCN3CCCC3=O)CC2)cc1 (configuration not stated)	21%	-20%	-4%
CC1(CCc2ccccc2)NC(=O)N(Cc2nnc(-c3ccccc3Br)o2)C1=O (configuration not stated)	-3%	?	-5%
CCOC(=O)C1CCN(C(=O)C(CCSC)NC(=O)COc2ccccc2)CC1 (configuration not stated)	-4%	-26%	-1%
CCCCNC(=O)COC(=O)c1ccc(NS(=O)(=O)c2ccc3c(c2)OCCO3)cc1	8%	?	3%
Cc1cc(C)cc(NC(=O)CSc2c(C(C)C)cnc3c2c(=O)n(C)c(=O)n3C)c1	-5%	?	2%
CCOC(=O)c1c(N)sc(C(=O)N(CC)CC)c1C	-2%	-5%	-3%
Cc1ccc(CN(C(=O)COc2ccccc2Cl)c2ccccn2)o1	-2%	?	-7%
CCc1ccc(NC(=O)N2CCN(c3ccc(F)cc3)CC2)cc1	0%	?	-1%
Nc1n[nH]c2cc(=O)n(-c3cccc(C(F)(F)F)c3)nc12	21%	-18%	-5%
CCOCCCNC(=O)C1CCN(Cc2ccc(OCc3ccccc3)c(OC)c2)CC1	4%	-15%	-1%
O=C(COc1ncnc2cc([N+](=O)[O-])ccc12)N(CCc1ccccc1)Cc1ccccc1	-13%	?	-3%
CC(C)=NNc1ncnc2nc[nH]c12	?	21µM*	nt
CCOC(=O)c1sc2nc(C)nc(N3CCN(S(=O)(=O)c4ccccc4)CC3)c2c1C	-6%	8.2µM*	-15%
Cc1ccccc1CSCCNC(=O)c1ccccc1	-2%	-14%	-2%
COc1ccc(CCNC(=O)c2cccc(C(=O)NCCc3ccc(OC)cc3)n2)cc1	0%	?	nt
O=C(c1ccc2c(Cl)c3c(nc2c1)CCCC3)N1CCC(N2CCCCC2)CC1	-3%	?	2%
COc1ccc(CNC(=O)c2ccc(CS(=O)(=O)c3ccccc3OC)o2)cc1	10%	-28%	-3%
O=C(N/N=C/C=N/NC(=O)c1ccco1)c1ccco1	-10%	-19%	-32%
O=C(NCCN=C1NS(=O)(=O)c2ccccc21)c1ccco1	-18%	3%	-2%
Cn1c(N)c(C(=O)COC(=O)c2ccccc2C(=O)c2ccccc2)c(=O)n(C)c1=O	-14%	?	1%
COc1ccc(C)cc1NS(=O)(=O)c1ccc2c(c1)NC(=O)C(C)S2 (configuration not stated)	-10%	?	-4%
COc1ccc2oc(-c3ccc(C)c(NC(=O)c4ccc5c(c4)OCCO5)c3)nc2c1	-10%	?	-5%
CCOc1ccc(-c2ccc(SCc3ccccn3)nn2)cc1	6%	?	-9%
O=C(O)C1=C[C@H](c2cccs2)C[C@H](OCCCCO)O1	-1%	2%	-6%
COc1ccc(-n2c(Cc3cccn3C)nnc2SCC(=O)Nc2cc(C)cc(C)c2)cc1	-3%	2%	3%
COc1ccc(NC(=O)c2cccc(-n3c(C)ccc3C)c2)c(OC)c1	10%	?	3%
Cc1sc2nc(COC(=O)c3ccc(N4CCCC(C)C4)c([N+](=O)[O-])c3)[nH]c(=O)c2c1C (configuration not stated)	0%	?	-3%
O=C(NC(=S)Nc1ccccc1N1CCCC1)c1ccco1	-22%	-21%	-20%
O=C(COC(=O)c1ccc2ccccc2c1O)NCc1ccccc1	10%	-15%	-3%
Cc1ccc(Oc2nc3ccccc3n3c(C)nnc23)c(C)c1	-8%	-5%	-7%
CC(C)Cc1nn2c(=O)cc(COc3ccc(NC(=O)c4ccco4)cc3)nc2s1	-16%	-12%	2%
COc1cc(Cl)c(C)cc1NC(c1ccccc1)c1nnc(-c2ccccc2Cl)o1 (configuration not stated)	8%	?	-14%
CC(C)CC(C(=O)NC1CCCC1)N(Cc1cccs1)C(=O)c1snc(C(N)=O)c1N (configuration not stated)	7%	?	-5%
Cc1ccc(CNC(=O)CCn2cnc3ccccc3c2=O)cc1	-6%	-3%	-3%
Nc1ccc(S(=O)(=O)Nc2nc3ccccc3o2)cc1	-9%	8%	?
